Assay outcomes (PubChem BioAssay)
hcDAF12 agonist = activators of H. contortus DAF-12 nuclear receptor | HEK293 hcDAF-12 lit1-tk-luc reporter, luminescence; 0% DMSO, 100% Δ7-dafachronic acid | hit rate 1.4% among 370,000 | AID 652067 | activation, % at 6.8 µM;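 active = activation above the mean of all tested compounds plus 3 SD, cut at about 5.5% in these data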;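 also: 100% = response to 3 µM Δ7-dafachronic acid high control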
DAX1 inh-1 = blocks DAX1 repression of SF-1 activated StAR promoter; HEK293T StAR-luciferase reporter, SF-1/DAX-1 repression relief; inhibition, % at 6.8 µM; hit rate 1.1% among 370,000; AID 652010;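 active = inhibition above the mean over all tested compounds plus 3 SD, cut at about 3.6% in these data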;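 also: 0% = DAX-1 cells with DMSO and 100% = cells lacking DAX-1 with DMSO; higher inhibition means more luminescence from relief of DAX-1 repression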
SMARCA2 act = increases SMARCA2 function in MMTV reporter cells. hit rate 1% among 370,000. MG213 cells, MMTV-luciferase reporter, dexamethasone, overnight. activation, % at 9.1 µM; in the data active = activation above about 7.8%;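 also: 0% = vehicle wells and 100% = reference activator wells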
KLK7 zymogen act = proKLK7 (human) activation, primary screen; P49862; hit rate 0.9% among 370,000; activation, % at 7 µM; purified proKLK7, EDANS-DABCYL substrate fluorescence; 100% is mature enzyme control, 0% vehicle;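 active = activation above the mean of all tested compounds plus 3 SD, computed per campaign excluding outliers beyond control limits, cut at about 13% in these data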
NPR2 activator = GC-B (human) receptor activation. hit rate 0.11% among 370,000. P20594. AID 1920062. activation, % at 10 µM. HEK293-GC-B cells, CNP EC30, cGMP TR-FRET; 0% at EC30 CNP, 100% saturating CNP;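 active = activation at 10 µM reaching about 35% in either raw or pattern-adjusted values, limit read from the data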
Target sequence (P20594 whole entry, looked up): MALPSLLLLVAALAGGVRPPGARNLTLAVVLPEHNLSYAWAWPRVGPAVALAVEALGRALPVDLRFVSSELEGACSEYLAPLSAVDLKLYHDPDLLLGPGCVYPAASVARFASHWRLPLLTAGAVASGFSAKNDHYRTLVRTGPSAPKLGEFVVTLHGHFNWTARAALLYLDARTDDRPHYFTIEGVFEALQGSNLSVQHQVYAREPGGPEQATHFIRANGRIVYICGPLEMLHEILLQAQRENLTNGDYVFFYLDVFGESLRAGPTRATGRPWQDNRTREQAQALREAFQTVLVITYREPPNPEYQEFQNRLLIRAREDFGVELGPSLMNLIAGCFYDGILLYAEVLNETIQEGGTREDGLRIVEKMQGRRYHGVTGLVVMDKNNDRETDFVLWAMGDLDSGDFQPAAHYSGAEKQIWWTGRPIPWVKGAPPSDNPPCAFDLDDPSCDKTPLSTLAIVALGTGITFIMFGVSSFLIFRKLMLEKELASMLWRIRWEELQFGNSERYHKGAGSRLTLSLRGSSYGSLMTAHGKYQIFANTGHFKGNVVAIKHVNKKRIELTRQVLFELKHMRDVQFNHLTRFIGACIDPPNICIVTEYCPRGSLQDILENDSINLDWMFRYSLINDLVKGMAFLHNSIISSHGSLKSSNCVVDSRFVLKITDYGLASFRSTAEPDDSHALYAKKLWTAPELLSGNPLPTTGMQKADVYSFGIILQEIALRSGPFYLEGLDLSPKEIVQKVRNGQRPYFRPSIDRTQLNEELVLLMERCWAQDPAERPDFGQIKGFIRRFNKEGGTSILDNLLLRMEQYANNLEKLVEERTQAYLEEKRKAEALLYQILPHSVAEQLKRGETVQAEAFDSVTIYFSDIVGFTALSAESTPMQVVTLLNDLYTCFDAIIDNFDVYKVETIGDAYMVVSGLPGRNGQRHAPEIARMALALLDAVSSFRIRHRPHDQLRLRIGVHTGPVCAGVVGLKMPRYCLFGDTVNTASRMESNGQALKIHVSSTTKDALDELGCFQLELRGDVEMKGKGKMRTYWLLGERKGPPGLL
sPLA2-III inh = Blocks human group III sPLA2 activity | hit rate 0.56% among 370,000 | inhibition, % at 12.2 µM | QFRET BODIPY PC-A2 liposome hydrolysis, fluorescence | Q9NZ20 | AID 743126;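 active = inhibition above mean plus 3 SD of compounds lying within the high and low control bounds, cut at about 19% in these data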;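 also: 0% = median of test compound wells and 100% = no enzyme DMSO wells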
GC-A act = GC-A (human) enzyme activation; P16066; HEK293 GC-A cells, cGMP TR-FRET, EC30 ANP; 0% at EC30 ANP, 100% saturating ANP; activation, % at 10 µM; hit rate 0.14% among 370,000; AID 1671463; in the data active = activation above about 40%
GAA850 FXN act = activators of GAA850 frataxin (FXN) promoter | HEK293 lucGAA850 FXN promoter luciferase reporter, 24 h; percent of 10 µM SAHA response | activation, % at 6 µM | hit rate 0.56% among 360,000 | AID 540364;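 active = activation above the average of all compounds screened plus 3 SD, cutoff fixed separately per campaign, cut at about 7.5% in these data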;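 also: 0% = DMSO wells and 100% = 10 µM SAHA wells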
DAX1 inh-2 = inhibitors of human orphan nuclear receptor DAX1 (NR0B1) | HEK293 Gal4-DAX1 luciferase reporter, luminescence | AID 504766 | hit rate 0.99% among 340,000 | inhibition, % at 6.75 µM;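 active = inhibition above the mean over all tested compounds plus 3 SD, cut at about 4.2% in these data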;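 also: 0% = DAX1-transfected cells with DMSO and 100% = empty-vector control cells with DMSO; inhibition shows as a rise in luminescence from relieved DAX1 repression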
ssDAF-12 act = activators of S. stercoralis DAF-12 nuclear receptor; HEK293 ssDAF-12/GRIP1 lit1-tk-luc reporter, luminescence; % of 3 µM dafachronic acid response; activation, % at 6.8 µM; hit rate 1% among 370,000;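 active = activation above the mean over all tested compounds plus 3 SD, cut at about 0.9% in these data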;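 also: 0% = DMSO-only wells and 100% = 3 µM delta7-dafachronic acid wells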
hgDAF-12 ag = agonists of H. glycines DAF-12 nuclear receptor; activation, % at 6.8 µM; hit rate 1.8% among 370,000; AID 687014; HEK293 GAL4-hgDAF12 UAS-luciferase reporter, agonist luminescence; normalized to butyrate control;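 active = activation above a cutoff set at the mean of all screened compounds plus 3 SD, cut at about 10% in these data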;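 also: 0% = DMSO wells and 100% = sodium butyrate wells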
* = called active by the depositor; nt = not tested or not shown. No enrichment for hits; 6.7% or so of the library scored in one or more.

Start of the data: the first 2 compounds as a preview:
SMILES	hcDAF12 agonist	DAX1 inh-1	SMARCA2 act	KLK7 zymogen act	NPR2 activator	sPLA2-III inh	GC-A act	GAA850 FXN act	DAX1 inh-2	ssDAF-12 act	hgDAF-12 ag
N#CCCN1CCN(S(=O)(=O)c2cc(Cl)ccc2Cl)CC1	-1.7	-0.8	2.5	0.8	4.7	1.9	2.4	-0.7	2.5	-1.8	4.7
Cc1ccc(SCC(=O)OCC(=O)NC2(C#N)CCCCC2)cc1	0.8	1.0	1.2	0.3	-0.8	-13.3	-0.9	0.1	-0.4	-0.7	1.5

All compounds of this part, previewed entries included:
SMILES	hcDAF12 agonist	DAX1 inh-1	SMARCA2 act	KLK7 zymogen act	NPR2 activator	sPLA2-III inh	GC-A act	GAA850 FXN act	DAX1 inh-2	ssDAF-12 act	hgDAF-12 ag
N#CCCN1CCN(S(=O)(=O)c2cc(Cl)ccc2Cl)CC1	-1.7	-0.8	2.5	0.8	4.7	1.9	2.4	-0.7	2.5	-1.8	4.7
Cc1ccc(SCC(=O)OCC(=O)NC2(C#N)CCCCC2)cc1	0.8	1.0	1.2	0.3	-0.8	-13.3	-0.9	0.1	-0.4	-0.7	1.5
CC1c2ccccc2SC(CCCN(C)C)c2ccccc21 (stereo not given)	-1.3	0.6	0.5	-0.1	-6.9	5.5	-11.5	1.7	0.3	-0.6	-1.6
NCc1csc(Nc2cc(Oc3ccccc3)ncn2)n1	-1.5	1.6	5.8	-0.7	-5.3	9.3	-9.2	1.6	nt	-1.2	7.9
CCC1(CC)NC(=O)N(CC(=O)OCC(=O)Nc2ccccc2OC(F)F)C1=O	-0.5	0.2	-2.4	-0.1	1.6	0.6	-1.6	-0.2	0.4	-0.8	1.5
CCOC(=O)N1CCN(S(=O)(=O)N2CCCC(C(=O)NCCc3ccc(C)cc3)C2)CC1 (stereo not given)	0.3	-0.4	1.1	-0.2	-1.4	-0.5	2.3	3.7	0.8	-0.7	-1.9
CCn1c(C)[n+](CC)c2ccc(S(=O)(=O)N(C)C)cc21	-0.4	0.4	-2.0	0.2	4.7	5.6	3.1	1.9	-0.7	-1.0	-2.8
NCCCCCC(=O)N/N=C/c1coc2ccccc2c1=O	1.5	0.4	2.3	0.6	0.9	-2.0	3.8	0.8	0.1	-2.2	2.5
COc1ccc(-c2csc(NC(=O)c3ccccc3OC)c2C(=O)O)cc1OC	-1.2	-0.1	1.5	-0.1	1.4	0.3	-1.5	0.1	0.9	-1.5	0.3
CC[C@H](C)[C@@H](COC=O)NC(=O)[C@H]1O[C@@H](n2ccc(N)nc2=O)[C@H](O)[C@@H]1O	2.3	0.5	0.3	0.2	-1.5	1.5	-0.3	nt	nt	-0.3	0.2
O=c1[nH]c(C2CCCN(S(=O)(=O)c3ccccc3)C2)nc2c1nnn2Cc1ccc2c(c1)OCCO2 (stereo not given)	-0.7	0.1	-0.6	-0.2	0.7	-1.2	-4.3	0.3	1.3	-1.1	0.9
CCOC(=O)c1c(/N=C/N(C)C)sc(/C=N/Nc2ccccc2)c1-c1ccc(Cl)cc1	1.1	0.0	-1.9	-0.8	-7.8	-3.2	0.1	1.1	0.5	-1.1	-1.0
COc1cc(S(=O)(=O)N2CCN(Cc3ccc4c(c3)OCO4)CC2)ccc1NC(C)=O	-0.6	-1.0	-1.1	-0.2	3.0	-4.3	2.2	-0.1	nt	-1.0	1.7
C=CCN(Cc1ccc(Cl)s1)C(=O)c1ccc(F)c(S(=O)(=O)N2CCOCC2)c1	-1.4	-1.2	-2.9	-0.3	0.6	-10.5	-5.4	-1.1	-1.3	-1.4	0.0
COc1ccc(/C=N/NC(N)=S)cc1	0.1	-1.5	-2.7	0.4	-2.4	21.2*	-0.5	2.2	2.0	-1.4	-1.5
O=C(c1ccc(Cl)c(S(=O)(=O)N2CCOCC2)c1)N1CCc2ccccc2C1	-1.9	-2.5	-3.4	-0.2	-1.6	-9.5	-1.3	1.9	-0.6	-1.4	-2.5
CCN(C(=O)COC(=O)/C=C/c1ccc(Cl)c(Cl)c1)c1c(N)n(Cc2ccccc2)c(=O)[nH]c1=O	0.3	-1.1	-0.5	0.1	-5.4	9.1	0.7	0.1	1.0	-1.4	-0.7
O=C(CCc1ccccc1)NNC(=S)NC(=O)c1ccccc1	-0.4	0.0	1.0	-0.3	-2.2	2.5	1.4	-0.9	-0.4	-0.8	4.9
CCN(CC)CCN(C(=O)c1ccccc1OC)c1nc2ccc(F)cc2s1	2.6	0.1	-0.7	0.5	-15.0	-8.3	-5.0	0.8	-0.7	-0.3	1.2
O=C(COC(=O)Cc1cccc(F)c1)NC(=O)NC1CCCCC1	0.7	-0.6	-2.1	-0.1	-4.2	-10.4	4.7	-0.8	-0.1	-0.6	0.5
O=C(CSc1nc(-c2ccco2)cc(C(F)(F)F)n1)NCCN1CCOCC1	-1.9	-0.2	-4.7	-0.3	-9.0	1.2	-1.1	0.5	6.0*	-1.4	0.1
CCc1nnc(NC(=O)CCC(=O)N2CCN(CCc3ccccc3)CC2)s1	-1.8	0.1	-0.9	-0.3	9.8	1.1	1.1	-0.8	0.6	-0.4	-0.8
Cc1ccc(NC2=CC(=O)CC(c3ccco3)C2)c(N)c1 (stereo not given)	4.3	3.6	7.2	-0.1	3.3	9.3	-4.1	4.2	2.8	1.6*	10.6*
N#CCCNC(=O)CCN1CCOCC1	-1.4	0.0	0.0	0.0	10.3	-4.0	-1.8	-0.2	-0.4	-1.6	0.5
Cc1cc(=O)[nH]c2nnc(-c3ccc(Cl)cc3)n12	4.8	0.5	4.7	0.0	-9.1	0.6	3.3	1.6	0.2	-1.1	2.1
Cc1ccc(-n2c(-c3ccc(Br)cc3)c[n+]3c2CCc2ccc4cccnc4c2-3)cc1	-5.2	-4.2	-11.3	-0.4	-16.9	4.9	-33.3	-14.0	-3.5	-3.3	-10.4
CC(=O)N1c2ccc(S(=O)(=O)N3CCCC3)cc2CC1C(=O)NCc1ccccc1F (stereo not given)	0.7	-0.1	-4.1	0.4	2.6	2.1	-3.7	1.7	0.0	-0.8	-1.2
COCc1[nH]nc2c1C(c1ccc(F)cc1F)C(C#N)=C(N)O2 (stereo not given)	-0.4	-0.4	4.7	-0.1	-4.6	-0.6	-0.6	2.3	-1.3	-1.0	1.5
COc1ccc(OC)c(NC(=O)C(C)N2c3cccc4cccc(c34)S2(=O)=O)c1 (stereo not given)	-2.5	-0.1	-2.5	-1.0	-13.8	2.3	-22.0	2.1	-0.1	-1.1	-0.4
Cc1cccc(NC(=S)N(CCN2CCOCC2)Cc2ccccc2F)c1	-0.4	-0.2	0.3	0.2	-3.6	-0.5	-2.9	1.1	0.9	-1.9	0.8
COC(=O)c1ccc(CSc2nnc(N)s2)cc1	1.2	0.9	-0.9	-0.6	-2.4	-0.4	1.9	2.5	0.7	-0.9	2.7
O=[N+]([O-])c1ccc(/C([O-])=C(/C(=S)NCc2ccco2)[n+]2ccccc2)cc1	-0.3	1.1	2.5	0.0	0.6	-2.7	4.4	1.6	2.3	-0.6	1.1
O=C(Oc1ccc(/C=N/O)cc1)c1ccccc1Cl	0.0	-0.3	3.1	0.3	-10.2	-15.9	3.5	3.4	-1.4	-0.7	3.5
CCc1nc2c(OCc3ccc(C(=O)OC)cc3)cccn2c1N(C)C(=O)c1ccc(C)cc1	-2.4	-0.6	-4.6	0.5	-2.5	-4.1	0.4	-0.5	nt	-1.8	-0.6
Nc1nonc1-c1nc2ccccc2n1CC(=O)Nc1ccccc1	-2.0	-1.9	-3.6	-0.5	-2.3	11.6	-8.2	-3.5	0.9	-1.2	-2.0
Cc1nnsc1-c1c(C(=O)N2CCOCC2)c(C)nn1-c1ccccc1	0.1	0.2	-3.2	0.0	-0.7	14.9	-0.5	-1.4	-0.3	-1.1	0.6
CCOC(=O)C(NC(=O)CC)(Nc1ccccc1OC)C(F)(F)F (stereo not given)	-1.0	-0.6	0.0	0.1	0.7	5.7	1.6	-0.7	0.5	-0.9	2.5
O=C(C[C@H]1C/C=C\CC[C@H](Cc2ccc(F)cc2)C(=O)O[C@@H](c2ccccc2)CNC1=O)N[C@H](CO)Cc1ccccc1	0.8	-0.6	0.4	0.2	-3.0	-9.5	0.0	0.4	0.0	-1.3	0.5
COC(=O)c1cccc(COC(=O)c2cc3ccccc3oc2=O)c1	0.1	0.4	-2.3	-1.2	-2.9	15.3	-2.6	1.0	-0.3	-1.7	2.9
Cc1ccc(-c2nnc(C)c(N3CCCC3)n2)cc1	-0.8	-0.1	0.2	0.0	-3.2	-2.9	-2.9	0.5	0.1	-1.4	-2.8
Cc1ccc(-c2csc(-c3ccncc3)n2)cc1	4.3	0.2	-1.3	1.8	-6.1	8.2	-4.5	2.7	1.1	-0.9	11.0*
COc1ccc(/C=N/NC(=S)Nc2ccccc2)cc1COc1ccccc1F	-2.1	-1.0	-0.6	-1.7	-5.5	10.6	-2.1	nt	nt	-0.6	-1.5
CS(=O)(=O)c1ccc2nnn(OCC(=O)Nc3ccc(Br)cc3Br)c2c1	-1.1	-3.2	0.4	-0.5	-5.2	-8.0	2.4	-0.9	-0.7	-1.3	-1.1
O=C(CSc1nnc(-c2c[nH]c3ccccc23)n1C1CC1)NC1CCS(=O)(=O)C1 (stereo not given)	1.2	-2.3	-2.8	-0.5	-3.3	2.1	-1.4	0.4	-0.1	-0.3	0.0
C=CC[N@@+]12CC[C@]34c5ccccc5N5/C=C6\C7N(/C=C(\C53)[C@@H](C[C@@H]41)/C(=C/CO)C2)c1ccccc1[C@@]71CC[N@@+]2(CC=C)C/C(=C\CO)[C@@H]6C[C@@H]12 (stereo not given in full)	1.3	-1.1	-1.8	1.9	-2.7	-4.1	1.0	-0.6	-0.5	-0.6	0.5
O=C(NCCCc1ccccc1)C(=O)NCC1OCCN1S(=O)(=O)c1ccccc1 (stereo not given)	2.1	-1.8	-0.1	-0.3	0.5	3.5	4.1	-1.4	1.1	-0.8	-1.7
COc1ccc(/C=N/NC(=O)c2ccccc2F)cc1CN1CCN(c2ccc(F)cc2)CC1	-0.4	2.0	5.8	0.7	-0.1	-4.5	-6.0	1.9	1.0	-2.0	1.7
O=C(Cc1ccccc1)Nc1ccc2oc(=O)ccc2c1	0.8	0.3	2.8	4.1	-0.8	1.6	-3.3	1.3	0.4	-1.3	-1.2
NC(=S)NN=C1C=CCCC1	0.7	-0.2	3.2	0.7	-0.5	6.7	1.5	0.6	2.0	-0.9	5.5
CCN(C1CCCCC1)S(=O)(=O)c1ccc(C(=O)O)cc1	-0.5	0.5	-1.0	-0.3	0.7	-0.3	3.5	-0.4	-0.6	-1.8	0.0
COc1ccc(C(C(=O)N(C)C2CCCC2)N(Cc2ccc(F)cc2)C(=O)c2csc(-c3ccccc3)n2)cc1OC (stereo not given)	-2.8	-1.1	-4.3	0.3	-7.6	-3.6	-1.9	nt	nt	-1.8	-3.5
COC(=O)c1ccc(N2CCN(C)CC2)c(NC(=O)COc2ccccc2Cl)c1	0.8	0.6	-4.4	-0.1	4.1	7.5	2.1	-2.4	-1.1	-0.4	-2.2
CCOC(=O)CSc1nnc(-c2cccc(Cl)c2)n1CC	-0.7	0.2	0.0	0.9	0.4	-3.9	-1.3	-0.8	0.0	-0.7	-0.5
